TNAP act hiacc = TNAP activators at high phosphate acceptor level, primary screen, biochemical, luminescence, uHTS. activation factor at 20 µM. Alkaline phosphatase, tissue-nonspecific isozyme (Homo sapiens), P05186. 200,000 tested, under 10 active. purified TNAP, CDP-star luminescence, 1 M DEA, 30 min; active compounds read high; 0 = EDTA background, 1 = DMSO-only activity;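 active means activation factor at least 2 at 20 µM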
Target sequence (P05186 whole entry, looked up): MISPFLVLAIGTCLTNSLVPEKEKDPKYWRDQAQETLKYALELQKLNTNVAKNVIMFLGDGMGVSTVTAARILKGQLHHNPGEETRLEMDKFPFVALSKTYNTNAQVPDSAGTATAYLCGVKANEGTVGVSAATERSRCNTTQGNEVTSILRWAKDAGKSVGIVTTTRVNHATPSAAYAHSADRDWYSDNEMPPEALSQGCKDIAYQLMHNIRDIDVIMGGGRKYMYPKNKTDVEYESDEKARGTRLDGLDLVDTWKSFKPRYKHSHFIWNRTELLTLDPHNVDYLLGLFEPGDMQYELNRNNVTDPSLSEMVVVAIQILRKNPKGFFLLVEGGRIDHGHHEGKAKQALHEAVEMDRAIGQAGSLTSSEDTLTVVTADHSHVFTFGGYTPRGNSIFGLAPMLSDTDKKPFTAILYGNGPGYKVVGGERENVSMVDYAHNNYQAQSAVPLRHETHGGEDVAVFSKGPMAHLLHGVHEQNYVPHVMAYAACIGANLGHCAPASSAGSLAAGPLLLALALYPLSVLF
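system = human TNAP | amount = enzyme diluted 1/800 final | reagent = 100 µM CDP-star substrate | signal = luminescent substrate turnover signal | dosing = one dose, 20 µM | benchmarks = EDTA negative control, DMSO positive control | measure = activation factor | timing = 30 min reaction, room temperature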
Diaphorase inh = diaphorase inhibitors and chemical oxidizers, primary screen, counter-screen for diaphorase-coupled primary assays, biochemical, uHTS, resorufin fluorescence; AID 1217, 2008; inhibition, % at 20 µM; hit rate 0.69% among 190,000; diaphorase resazurin-to-resorufin fluorescence, NADH, 16 min; bacterial (C. kluyveri) enzyme, not human;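 active means primary screen inhibition at 20 µM above a set limit, cut at about 50% in these data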;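 further: plate controls were DMSO with full reaction for no effect and wells lacking NADH for full effect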
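Detection: fluorescence of resorufin formed from resazurin, Ex 544/Em 590 nm; test system: Clostridium kluyveri diaphorase enzyme; amount: 0.14 U/mL diaphorase, enzyme working solution; times: 16-min room-temperature incubation before reading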
TNAP inh hi DEA = human TNAP enzyme inhibitors, primary screen, biochemical, luminescent, high phosphate acceptor level, uHTS. Alkaline phosphatase, tissue-nonspecific isozyme (Homo sapiens), P05186. purified TNAP, CDP-star luminescence, 1 M DEA. inhibition, % at 20 µM. hit rate 0.03% among 200,000;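 active means over 50% inhibition of tissue-nonspecific alkaline phosphatase at 20 µM in the single-dose screen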;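 further: plate controls were DMSO wells for no effect and EDTA-quenched wells as full inhibition for full effect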
PMI act hi M6P = human PMI activators, high substrate, primary screen, biochemical, fluorescence intensity, near-saturating mannose 6-phosphate. coupled PMI enzyme assay, resazurin fluorescence, 20 min; active compounds read high; 1 = untreated enzyme, 0 = substrate-free blank. activation factor at 20 µM. hit rate 0.34% among 190,000. AID 1216, 2008;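 active means activation factor of 2 or more at 20 µM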
Target sequence (P34949 whole entry, looked up): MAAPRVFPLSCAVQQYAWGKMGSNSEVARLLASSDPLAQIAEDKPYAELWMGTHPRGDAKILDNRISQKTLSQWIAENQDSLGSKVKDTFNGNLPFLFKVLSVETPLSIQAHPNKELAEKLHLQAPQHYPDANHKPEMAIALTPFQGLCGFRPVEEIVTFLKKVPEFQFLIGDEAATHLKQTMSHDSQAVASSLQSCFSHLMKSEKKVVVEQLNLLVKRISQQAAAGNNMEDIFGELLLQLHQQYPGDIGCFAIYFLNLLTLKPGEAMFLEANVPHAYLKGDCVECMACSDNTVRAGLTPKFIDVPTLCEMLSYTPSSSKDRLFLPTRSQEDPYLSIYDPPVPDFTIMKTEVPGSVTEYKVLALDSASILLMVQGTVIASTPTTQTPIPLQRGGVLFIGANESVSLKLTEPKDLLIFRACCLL
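test system = human PMI in coupled enzyme assay | medium = HEPES-buffered pH 7.4 with magnesium and detergent | also added = 1.0 mM mannose-6-phosphate substrate with 0.22 mM NADP+ | compound = 20 µM single dose | times = 20 min incubation at room temperature | measured by = resorufin fluorescence (Ex 544/Em 590 nm) from resazurin via diaphorase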
bIAP activator = bovine intestinal alkaline phosphatase activators, primary screen, biochemical, bovine IAP, CDP-star luminescence; alkaline phosphatase, intestinal [Bos taurus]; purified bovine IAP, 30 min; active compounds read high; fold of DMSO-control signal, blank-subtracted; activation factor at 20 µM; hit rate 0.17% among 200,000;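 active means activation factor of 2 or more at 20 µM, a signal rise over negative controls twice the positive control's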
bIAP inhibitor = bovine intestinal alkaline phosphatase inhibitors, primary screen, selectivity assay for TNAP inhibitor project, biochemical, bovine IAP, CDP-star luminescence; alkaline phosphatase, intestinal [Bos taurus]; purified bovine IAP, 30 min; inhibition, % at 20 µM; 190,000 tested, under 10 active;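 active means over 50% inhibition of intestinal alkaline phosphatase at 20 µM in the single-dose screen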
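Assay system – bovine IAP enzyme · Quantity – bovine IAP at 1/65,000,000 final dilution · Detection – CDP-star luminescence signal · Times – 30 min reaction at room temperature · Also added – CDP-star substrate at 30 µM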
PMI act = activators of human PMI, primary screen, biochemical, fluorescence intensity, near-Km mannose 6-phosphate; Mannose-6-phosphate isomerase (Homo sapiens), P34949; purified human PMI, coupled resazurin fluorescence, 20 min; active compounds read high; 1 = vehicle control, 0 substrate-free wells; activation factor at 20 µM; hit rate 0.005% among 190,000; AID 1214, 2008;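 active means activation factor of 2 or more at 20 µM, relative to plate controls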
Lmaj promast = Leishmania major promastigote growth inhibition, primary screen; inhibition, % at 10 µM; hit rate 9% among 200,000; Leishmania major promastigotes, resazurin fluorescence viability; AID 1063, 2008; in the data active means inhibition above about 50%;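 further: promastigotes grown with compound for 44 hours at 28 °C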
Diaphorase act = compounds boosting diaphorase resazurin reduction – biochemical, uHTS, resorufin fluorescence, counter-screen for diaphorase-coupled primary assays, primary screen. hit rate 0.005% among 190,000. Diaphorase/resazurin coupled assay, 16 min; active compounds read high; 1 = vehicle wells, 0 = NADH-free wells. activation factor at 20 µM;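 active means diaphorase activity raised at least twofold by the compound at 20 µM; inactive means activation factor below 2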
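test system = bacterial diaphorase enzyme (C. kluyveri) | quantity = enzyme 0.07 U/mL final | reagent = NADH substrate 0.114 mM plus resazurin dye 0.1 mM, final | incubation = 16 min enzyme reaction, ambient temperature | buffer or medium = HEPES pH 7.4 buffer with MgCl2 and Tween 20 | signal = fluorescence of resorufin, 544 nm excitation, 590 nm emission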
TNAP inh noacc = human TNAP enzyme inhibitors, primary screen, biochemical, luminescent, no phosphate acceptor, uHTS; Alkaline phosphatase, tissue-nonspecific isozyme (Homo sapiens), P05186; purified TNAP, CDP-star luminescence, 30 min; inhibition, % at 20 µM; hit rate 0.26% among 200,000;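 active means tissue-nonspecific alkaline phosphatase inhibition above about 50% at 20 µM in the single-dose screen, limit read from the data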;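 further: 0% = DMSO negative control and 100% = EDTA positive control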
Starred values were filed as active, the others as inactive. No enrichment for hits. About 10% of those tested had a hit in this group.

SMILES	TNAP act hiacc	Diaphorase inh	TNAP inh hi DEA	PMI act hi M6P	bIAP activator	bIAP inhibitor	PMI act	Lmaj promast	Diaphorase act	TNAP inh noacc
Cc1cc(C)c(NC(=O)C(C)Sc2nc3ccc(N4C(=O)c5ccccc5C4=O)cc3s2)c(C)c1 (stereo unspecified)	1	2	-3	0.9	0.7	27	0.9	-3	1	1
Cc1cc(/C=N/O)c(C)n1-c1cccc(Cl)c1	1	4	-4	1.7	1.1	-14	1.6	10	1	-2
Cc1ccc(-c2ccc(CCC(=O)O)n2C(C)C)cc1	1	12	-4	0.9	0.9	9	0.9	3	0.9	-13
OCCC1CN(Cc2cc3c(cc2Cl)OCO3)CCN1Cc1ccccc1 (stereo unspecified)	1	11	-1	1	1	4	0.9	9	0.9	-2
Nn1c(Cc2ccccc2F)n[nH]c1=S	1.1	7	-6	0.8	1	4	1.1	-15	0.9	-8
COC(=O)c1[nH]c2cccc(OC)c2c1NC(=O)CCN1CCN(c2ccccc2OC)CC1	1	5	3	1	1.1	-6	0.9	4	1	-5
CCOC(=O)c1csc(NC(=O)C(C)(C)C)n1	1	6	-3	1	1	1	1	-2	0.9	-19
CCc1nn(C(C)C(=O)N2CCN(Cc3ccccc3)CC2)c(=O)c2cc3occc3n12 (stereo unspecified)	1	9	-1	0.9	1.1	-6	0.8	-12	0.9	-1
COc1ccc(C(=O)/C=C/Nc2ccccn2)cc1	1	9	0	1	0.8	20	0.9	18	0.9	-6
O=c1cc(-c2ccc3c(c2)OCCO3)oc2ccc(Cl)cc12	1	12	3	0.9	1.1	-8	0.8	0	0.9	5
COCCNc1nnc(SCC(=O)Nc2sc3c(c2C(=O)c2ccccc2)CCCC3)s1	1	16	-2	0.8	1.1	-13	0.9	7	0.8	-25
Cc1ccccc1CC1(CO)CCCN(C(=O)CCC(=O)c2ccccc2)C1 (stereo unspecified)	1.1	14	-6	0.9	1	-4	0.9	4	0.9	-4
CCCC(=O)N1c2ccccc2NC2=C(C(=O)CCC2)C1c1ccc(F)cc1 (stereo unspecified)	1	6	0	0.9	1.1	-14	0.9	1	0.9	-6
CC(C)N(Cc1ccccc1)C(=O)COC(=O)/C=C/c1cnc2ccccc2n1	1	10	0	1	1.1	-13	1	-1	0.9	14
Cn1c(C(=O)N2CCCc3ccccc32)cc2c(=O)n3ccccc3nc21	1	-2	3	1	1.1	-5	1	8	1	-1
O=C(COc1ccccc1/C=C1\SC(=O)NC1=O)Nc1ccccc1	1	17	-3	0.9	1	-2	1	-2	0.8	-11
CCC(C)/C(C)=N/NC(=O)c1ccc(CSc2nc3ccccc3s2)cc1 (stereo unspecified)	1	20	-4	0.9	0.6	39	1	13	0.8	-1
COc1ccccc1CNS(=O)(=O)c1c(C)[nH]c(=O)[nH]c1=O	1.1	6	-6	1	0.9	8	1	-5	0.9	-22
O=C(CSCC(=O)NC1CCCC1)Nc1ccccc1	1	14	-3	0.9	1	-5	0.9	-6	0.9	-21
CCOc1ccc(S(=O)(=O)N(C)c2ccc(OCC(=O)NCc3ccco3)cc2)cc1	1.1	36	-9	0.9	1	4	0.8	3	0.6	-15
CSc1nnc(CSCc2ccc(Cl)cc2Cl)n1-c1ccccc1	1.1	27	-6	0.9	1	1	0.8	-3	0.7	-8
CN(Cc1cnn(C)c1)C(=O)C1CCCCC1C(=O)O (stereo unspecified)	1	-1	0	0.9	1.1	-15	1	54*	1	-9
C/C(=C\c1ccccc1)C(=O)Nc1nc2ccc([N+](=O)[O-])cc2s1	1	5	2	0.9	1.1	-7	0.8	32	0.9	-12
CCOc1ccc2nc(SCC(=O)N3CCN(C(=O)c4ccco4)CC3)sc2c1	1	12	-2	1	1.1	-8	0.9	-5	0.9	-8
Clc1ccc(C[n+]2csc3ccccc32)cc1	1	22	-4	2.2*	1	-4	1.4	0	0.8	13
Nc1nc(SCC(=O)NCCCN2CCOCC2)nc2sc3c(c12)CCC3	1	-10	-4	1.1	1	-2	1.1	-5	1.1	-11
O=C(NCCO)/C(=C/c1cccc([N+](=O)[O-])c1)NC(=O)c1ccco1	1	14	-4	0.9	0.9	8	0.8	-6	0.9	-6
Cc1sc2nc(SCC(=O)NCc3cccs3)[nH]c(=O)c2c1C	1	9	0	1	0.9	12	1	-7	0.9	-9
NC(CSCc1cccc(Br)c1)C(=O)O (stereo unspecified)	1	5	-3	1.1	0.8	24	1	2	1	-14
COC(=O)C1=CN(CCCN2CCCC2=O)C=C(C(=O)OC)C1c1cccs1	1	4	-2	1.1	1.1	-7	1	-3	1	-19
CSc1nc(N2CCOCC2)c2c(c1C#N)CCCCC2	1.1	28	-6	0.8	0.9	11	0.8	-5	0.7	-12
COc1cc(NC(=O)c2ccc([N+](=O)[O-])cc2)ccc1NC(=O)C(C)C	1	23	-4	0.9	0.9	10	0.9	-5	0.8	-6
CCOC(=O)N1CCN(C(=O)c2ccccc2N(C)S(C)(=O)=O)CC1	1	9	-2	1	0.9	6	1	-4	0.9	-10
Cc1nc(N2CCN(C(=O)c3ccco3)CC2)c2c3c(sc2n1)CC(C)CC3 (stereo unspecified)	1.1	43	-7	0.8	1	-1	0.8	12	0.6	-10
CCO[C@@H]1OC(C(=O)O)=C[C@H](c2csc3ccccc23)[C@H]1CCCO	0.8	6	17	1	1.2	-19	1.1	-6	0.9	-12
CCOC(=O)C1(C(=O)OCC)CC1c1ccccc1 (stereo unspecified)	1	13	1	0.9	0.9	10	0.9	-4	0.9	-9
O=C(NCc1ccccc1)c1cccc(NS(=O)(=O)c2cccc3cccnc23)c1	1	13	-1	1	1	5	1	54*	0.9	-13
COc1cc(NC(=O)CSc2nnc(NC(C)C)s2)cc(OC)c1OC	1	19	0	0.9	1.2	-21	1	-2	0.8	-7
O=C(c1nc2ccccn2c1CN1CCCC(OCc2ccccc2)C1)N1CCCC1 (stereo unspecified)	1.1	-19	-8	1.1	1.1	-6	1.1	-4	1.2	-6
CCOC(=O)c1c(N)n[nH]c1-c1ccc(OC)cc1	1	14	-3	0.9	1	-3	0.9	12	0.9	18

One compound at a time (already shown). Screens in order: TNAP act hiacc, Diaphorase inh, TNAP inh hi DEA, PMI act hi M6P, bIAP activator, bIAP inhibitor, PMI act, Lmaj promast, Diaphorase act, TNAP inh noacc
Entry for Nc1nc(SCC(=O)NCCCN2CCOCC2)nc2sc3c(c12)CCC3 → 1, -10, -4, 1.1, 1, -2, 1.1, -5, 1.1, -11
Entry for C/C(=C\c1ccccc1)C(=O)Nc1nc2ccc([N+](=O)[O-])cc2s1 → 1, 5, 2, 0.9, 1.1, -7, 0.8, 32, 0.9, -12
Entry for COC(=O)C1=CN(CCCN2CCCC2=O)C=C(C(=O)OC)C1c1cccs1 → 1, 4, -2, 1.1, 1.1, -7, 1, -3, 1, -19
Entry for O=C(NCc1ccccc1)c1cccc(NS(=O)(=O)c2cccc3cccnc23)c1 → 1, 13, -1, 1, 1, 5, 1, 54*, 0.9, -13
Entry for Cc1sc2nc(SCC(=O)NCc3cccs3)[nH]c(=O)c2c1C → 1, 9, 0, 1, 0.9, 12, 1, -7, 0.9, -9

Three compounds picked at random from the list so far, as already listed:
SMILES	TNAP act hiacc	Diaphorase inh	TNAP inh hi DEA	PMI act hi M6P	bIAP activator	bIAP inhibitor	PMI act	Lmaj promast	Diaphorase act	TNAP inh noacc
NC(CSCc1cccc(Br)c1)C(=O)O (stereo unspecified)	1	5	-3	1.1	0.8	24	1	2	1	-14
CC(C)N(Cc1ccccc1)C(=O)COC(=O)/C=C/c1cnc2ccccc2n1	1	10	0	1	1.1	-13	1	-1	0.9	14
OCCC1CN(Cc2cc3c(cc2Cl)OCO3)CCN1Cc1ccccc1 (stereo unspecified)	1	11	-1	1	1	4	0.9	9	0.9	-2

More compounds.
SMILES	TNAP act hiacc	Diaphorase inh	TNAP inh hi DEA	PMI act hi M6P	bIAP activator	bIAP inhibitor	PMI act	Lmaj promast	Diaphorase act	TNAP inh noacc
Cn1c2c(c(=O)n(C)c1=O)C(c1ccc(O)cc1)Nc1ccccc1O2 (stereo unspecified)	1.1	11	-9	1	0.9	12	1	-3	0.9	-17
O=C(CS(=O)CC(=O)N(c1cccc(F)c1)C(C(=O)NC1CCCCC1)c1ccco1)Nc1ccc(F)cc1 (stereo unspecified)	1.1	5	-6	1.1	0.9	8	1	34	1	-10
Cc1cc(C)cc(C(=O)NCC(=O)OCC(=O)Nc2cccnc2Cl)c1	1	2	-4	0.9	1	-1	0.9	-5	1	-12
Oc1ccccc1/C=N/N1CCCCC1	1	18	-3	0.9	1	4	0.9	-3	0.8	-5
Cc1ccc(S(=O)(=O)c2c(C(=O)c3ccccc3)cnc3cc4c(cc23)OCCO4)cc1	1	6	-4	1.1	1.1	-14	0.9	48	0.9	2
Cc1ccc(NC(=O)c2nn(C34CC5CC(CC(C5)C3)C4)cc2[N+](=O)[O-])cc1	1	2	-3	1	0.9	5	0.9	59*	1	-3
O=c1c(N2CCOCC2)nsnc1N1CCOCC1	1	17	-4	0.5	0.8	22	0.8	-4	0.8	-1
COC(=O)CN1C2=NCCCN2c2ccccc21	1	-5	-2	1.1	1	1	1	-4	1	-5
OCCN1CCN(CCOc2cccc(Cl)c2)CC1	1	15	-2	1	1	3	0.9	90*	0.8	-7
COc1ccc(/C=N/NC(=S)Nc2cccc(C(=O)O)c2)cc1OC	1	6	1	1	0.9	13	1	-1	0.9	-9
